Bioassay records from PubChem.
Abeta rescue – qHTS for compounds that reverse cellular toxicity of Amyloid beta (A-beta) peptide in yeast: Primary Screen; AID 1347071, 2019; actives 0.063% (n = 410,000); yeast expressing A-beta42, growth rescue, OD600, 48 h; response scale: 0% DMSO, 100% iron-clioquinol control; Potency, µM (top dose mostly 46.1 µM), for the others: at the highest dose growth rescue, usual class: activators; note: potency is the fitted concentration of half-maximal effect; nearly all actives have a fitted effect of over 55% in size
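Yeast growth medium received pinned compounds, then yeast cells expressing toxic A-beta were added; plates incubated at 30 C for 48 hr. Growth read as absorbance at 600 nm, normalized to DMSO and equimolar FeCl3 plus clioquinol controls.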
EPAC2 antag – qHTS for Antagonist of cAMP-regulated guanine nucleotide exchange factor 2 (EPAC2): primary screen; Rap guanine nucleotide exchange factor 4 (Homo sapiens), Q8WZA2; EPAC2 GEF exchange of Rap1B-BODIPY-GDP, fluorescence; Potency, µM (titrated, usually from 114 µM), for inactives: top-dose activity, negative = inhibition, actives largely listed as inhibitors; actives 0.18% (n = 360,000); AID 720708, 2013; note: potency is the fitted concentration of half-maximal effect; % is set by controls: 0 for no effect and ±100 for the full control effect; nearly all actives have a fitted effect of over 45% in size; many of its hits are not listed in these tables
D3 ag – qHTS of D3 Dopamine Receptor Agonist: qHTS. D(3) dopamine receptor (Homo sapiens), P35462. D3R DiscoveRx beta-arrestin cells, luminescence, 90 min. max activation, %. actives 0.58% (n = 410,000). AID 652048, 2013; in the data active = max activation above about 30%; note: 0% is about no effect; mostly tested at two doses, the higher about 12 µM
Target sequence (P35462 whole entry, looked up): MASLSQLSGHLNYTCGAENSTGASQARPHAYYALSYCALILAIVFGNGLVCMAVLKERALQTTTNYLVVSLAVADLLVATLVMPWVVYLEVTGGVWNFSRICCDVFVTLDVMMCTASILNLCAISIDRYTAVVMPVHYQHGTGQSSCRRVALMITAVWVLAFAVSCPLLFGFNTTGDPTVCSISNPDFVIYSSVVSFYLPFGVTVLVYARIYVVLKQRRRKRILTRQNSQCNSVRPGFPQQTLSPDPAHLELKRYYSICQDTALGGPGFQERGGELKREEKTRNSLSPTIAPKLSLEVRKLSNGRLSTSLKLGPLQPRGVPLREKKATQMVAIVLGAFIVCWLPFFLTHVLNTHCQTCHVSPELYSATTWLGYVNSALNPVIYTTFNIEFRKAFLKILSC
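Agonist mode: compounds and dopamine controls were applied to plated cells for 90 min at 37 degrees C after an overnight attachment at 1500 cells/well. Luminescent read-out followed 30 - 60 minutes at room temperature with DiscoveRx detection reagent.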
aSyn yeast inh – qHTS of alpha-syn Inhibitors | Yeast expressing alpha-synuclein, growth rescue, BacTiter-Glo, 24 h | Potency, µM (highest dose often 46.1 µM), without a hit: top-dose growth rescue (activation), most hits filed as activators | actives 0.14% (n = 370,000); note: potency is the fitted concentration of half-maximal effect; % of control where 0% means no effect; nearly all actives have a fitted effect of over 65% in size
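Readout is rescue of growth in alpha-synuclein-expressing yeast, so inhibitors of toxicity appear as activators. Growth after 24 hr at 30 deg C in galactose medium is quantified by luminescence.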
TDP-43 yeast inh – qHTS of TDP-43 Inhibitors. TDP-43 expressing yeast growth rescue, BacTiter-Glo, 24 h. Potency, µM (series often up to 46.1 µM), for inactives: top-dose growth rescue (activation), usual class: activators. actives 1.8% (n = 410,000); note: potency is the fitted concentration of half-maximal effect; % of control where 0% means no effect; nearly all actives have a fitted effect of over 50% in size
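In this qHTS, compounds that restore growth of yeast expressing TDP-43 appear as activators. Cells (OD600=0.02, galactose medium, raffinose-pregrown) are incubated with compound 24 hr at 30 deg C and growth is quantified by BacTiter-Glo.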
EPAC2 ag – qHTS for Agonist of cAMP-regulated guanine nucleotide exchange factor 4 (EPAC2): primary screen; Potency, µM (series often up to 154 µM), inactives show top-dose activation, hits mostly activators; actives 0.079% (n = 360,000); AID 720711, 2013; EPAC2 activation, biochemical qHTS; response scale: 100% = 6.5 mM cAMP response; Rap guanine nucleotide exchange factor 4 (Homo sapiens), Q8WZA2; note: potency is the fitted concentration of half-maximal effect; nearly all actives have a fitted effect of over 50% in size
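Fluorescence exchange assay: 100 nM EPAC2 with 250 nM RAP1B-BODIPY-GDP and 50 uM GDP; compounds tested as a concentration-titration series (qHTS). Loss of Rap1-bound BODIPY-GDP fluorescence read at 480/540 nm; data normalized to 6.5 mM cAMP.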
FUS suppressor – qHTS for Suppressors of FUS Proteinopathy: Primary screen using FUS-linked yeast assay | S. cerevisiae FUS-expressing, growth rescue, OD600, 24 h | Potency, µM (top dose mostly 76.6 µM), for inactives: at the highest dose growth rescue (activation), most hits filed as activators | actives 0.24% (n = 390,000) | AID 1347120, 2019;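 note: potency is the fitted concentration of half-maximal effect; plate controls were DMSO vehicle for no effect and reference control for full effect; nearly all actives have a fitted effect of over 55% in size; some results filed as inactive show a strong effect at the top dose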
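S. cerevisiae expressing FUS from galactose induction served as the toxicity model. Growth after 24hr at 30C, read as absorbance at 600 nm, indicates suppression of toxicity; compounds dosed at several concentrations.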
D3 antag – qHTS of D3 Dopamine Receptor Antagonist: qHTS; D(3) dopamine receptor (Homo sapiens), P35462; D3R cells, DiscoveRx beta-arrestin luminescence, antagonist mode; stronger effect = lower value; max response, negative = inhibition, %; actives 2.5% (n = 360,000); AID 652054, 2013; in the data active = max response below about -50%; inconclusive = no clear call, values can overlap the other calls; note: % is set by controls: 0 for no effect and ±100 for the full control effect; mostly tested at two doses, the higher about 12 µM
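Cells expressing the human receptor were seeded at 1500 cells/well, incubated overnight at 37 degrees C in 5% CO2, then exposed to library compounds with dopamine controls for 90 minutes at 37 degrees C before luminescent detection.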
Active calls of the source: *; ? = inconclusive; nt = not tested or not shown; [ ] = another dose, or the depositor's remark. Unless noted, calls come from the whole dose curve; as a rule, active = well fitted curve in the direction sought with a large enough effect; inconclusive = small, poorly fitted or top-dose-only effect, or another doubt; inactive = no such curve, though single readings can be large; an effect the other way counts as inactive or inconclusive. These rows are one share of the data; the hit share may differ from the screen's.

#	SMILES	Abeta rescue	EPAC2 antag	D3 ag	aSyn yeast inh	TDP-43 yeast inh	EPAC2 ag	FUS suppressor	D3 antag
1	O=C1NC2(CCCCC2)C(=O)N1c1ccccc1	26%	10%	1	0%	2%	-2%	-1%	11
2	CCOc1ccc(C2CC(=O)Nc3c2c(=O)nc(SCc2ccccc2C)n3C)cc1OC (stereo not given)	22%	nt	0	nt	7%[9.22 µM]	nt	25%	nt
3	COCC(=O)Nc1ccc(S(=O)(=O)Nc2nccs2)cc1	24%	-1%	7	-11%	8%	11%	2%	-7
4	C=CCn1c(SCC(=O)Nc2ccccc2-c2ccccc2)nc2cc(C(=O)O)ccc2c1=O	10%	-20%	-1	-10%	-6%	-3%	36%	-3
5	CCOC(=O)c1cc(-c2ccc(OC)cc2)nc2c1c(C)nn2CCC(N)=S	?	-11%	-11	11%	5%	17%	4%	-15
6	CC(=O)Oc1cccc(Nc2ncnc3ccccc23)c1	4%	15%	4	1%	19%	10%	-22%	-3
7	CC1=C(C(=O)OC(C)C)C(C)C(C(=O)OC(C)C)=C(C)N1	-1%	-22%	-7	16%	-17%	-7%	45%	12
8	CN(C)n1cnc2ccsc2c1=O	-6%	-5%	5	2%	7%	19%	-8%	-10
9	Cc1ccc(C(=O)N2CCN(c3ccc(C(F)(F)F)cn3)CC2)c(C)c1	-5%	-5%	9	13%	-4%	-13%	?	13
10	Cc1ccc(S(=O)(=O)N2CC3C(=O)C[C@@H](c4ccccc4)N(S(=O)(=O)c4cccc(Cl)c4)C3CC2c2ccccc2)cc1 (stereo not given in full)	-7%	1%	-6	-1%	-2%	14%	?	-15
11	O=C(O)c1ccc(CNC(=O)c2ccccc2NC(=O)c2ccc([N+](=O)[O-])cc2)cc1	-8%	7%	5	1%	13%	-5%	0%	3
12	OCCC1CN(C2CCC2)CCN1Cc1ccc(F)c(F)c1 (stereo not given)	16%	2%	-12	1%	-1%	13%	8%	7
13	Cc1ccccc1NC(=O)Cc1nnc(SCC(=O)NC2=NCCS2)n1C	5%	-18%	10	1%	2%	-6%	-5%	5
14	CC(C)c1ccc(N2C(=O)C(Cl)=C(N3CCOCC3)C2=O)cc1	-10%	-18%	-17	-1%	-7%	8%	-9%	?
15	COc1ccc(/C=N/NC(=O)c2nn(-c3ccc(Cl)cc3)c(=O)c3c(N)scc23)cc1	-8%	1%	-1	10%	25%	3%	?	6
16	O=C(CSc1nnc(CNC(=O)c2ccccc2F)o1)NCC1CCCO1 (stereo not given)	1%	0%	-3	0%	-1%	10%	6%	12
17	O=C(NNS(=O)(=O)c1ccc(F)cc1)c1ccccc1O	2%	1%	-10	5%	13%	-1%	-24%	6
18	CCC1CCCCN1C(=O)N[C@@H](CCSC)C(=O)OC (stereo not given in full)	11%	6%	0	2%	22%	6%	-3%	-1
19	CCN(CC)CCNC(=O)C1(c2ccccc2)CCCCC1	14%	3%	-34	-1%	-3%	8%	-9%	-16
20	O=C(C1=C[C@H](C2CC2)C[C@H](OCCCCO)O1)N1CCN(Cc2ccccc2)CC1	-4%	1%	-22	0%	9%	7%	-3%	-11
21	Cc1cc(C)nc(/N=C(\N)Nc2cc([N+](=O)[O-])ccc2C)n1	19%	-2%	0	1%	-6%	-2%	-9%	-21
22	CCCS(=O)(=O)N1CCCC(C(=O)NCCCN2CCCC2=O)C1 (stereo not given)	1%	-4%	-5	-3%	-22%	4%	?	-9
23	CC(=O)N1CCN(Cc2nc3cc(Cl)ccc3c(=O)[nH]2)CC1	21%	-2%	-2	2%	2%	-1%	2%	11
24	O=C(NCc1ccccc1Cl)C1CCCN(S(=O)(=O)c2cnc[nH]2)C1 (stereo not given)	6%	4%	1	2%	?	-1%	-29%	-17
25	NC(=O)NC(=O)C(OC(=O)CCNS(=O)(=O)c1ccccc1)c1ccccc1 (stereo not given)	6%	-9%	-1	0%	-11%	3%	8%	11

Three compounds from above, arranged by SMILES length, high to low.
#	SMILES	Abeta rescue	EPAC2 antag	D3 ag	aSyn yeast inh	TDP-43 yeast inh	EPAC2 ag	FUS suppressor	D3 antag
15	COc1ccc(/C=N/NC(=O)c2nn(-c3ccc(Cl)cc3)c(=O)c3c(N)scc23)cc1	-8%	1%	-1	10%	25%	3%	?	6
5	CCOC(=O)c1cc(-c2ccc(OC)cc2)nc2c1c(C)nn2CCC(N)=S	?	-11%	-11	11%	5%	17%	4%	-15
6	CC(=O)Oc1cccc(Nc2ncnc3ccccc23)c1	4%	15%	4	1%	19%	10%	-22%	-3

Continued.
#	SMILES	Abeta rescue	EPAC2 antag	D3 ag	aSyn yeast inh	TDP-43 yeast inh	EPAC2 ag	FUS suppressor	D3 antag
26	CCOC(=O)CC(NC(=O)Cn1nnc(-c2ccc(C(F)(F)F)cc2)n1)c1ccc(C)cc1 (stereo not given)	-15%	nt	-3	2%	13%	nt	-5%	nt
27	O=S(=O)(NC1CCCC1)c1ccccc1Br	-28%	27%	7	4%	1%	8%	-13%	?
28	COc1cc(NC(=S)NCCN2CCOCC2)cc(OC)c1	7%	4%	-1	-1%	9%	-17%	6%	14
29	COc1ccc(CNC(=O)CCc2nnc3ccc(N4CCC5(CC4)OCCO5)nn23)cc1	-6%	4%	4	-5%	-23%	9%	37%	-24
30	O=C(Nc1ccccc1N1CCOCC1)C1=NN(c2ccccc2)C(=O)CC1	-7%	7%	-4	-3%	-21%	7%	30%	-52*
31	COc1cccc(-n2cc(CNC(=O)C3CCC(=O)N(C4CC4)C3)cn2)c1 (stereo not given)	7%	-9%	15	1%	7%	-2%	2%	9
32	CC1=C(C)CC(C(=O)NNC(=O)c2ccccc2)C(C(=O)O)C1 (stereo not given)	-5%	-2%	-1	0%	15%	5%	-10%	-22
33	O=C(NNC(=O)c1cc2ccccc2o1)c1ccc(F)cc1	-9%	3%	-4	-5%	-12%	4%	12%	13
34	Cc1cc(NC(=O)CSc2nc3c(cc2C#N)CCCCC3)no1	-6%	4%	-8	1%	-13%[0.397 µM]	0%	-10%	1
35	CCOC(=O)C1=C(C)N(C[C@@H]2CC[C@@H](Cc3ccc(-c4ccccc4)cc3)O2)C(=O)NC1c1ccc([N+](=O)[O-])cc1 (stereo not given in full)	-5%	2%	-24	20%	1%	12%	?	?
36	Cn1c(Cc2ccccc2)nnc1SCC(=O)NC1CCCCC1	9%	-1%	-2	1%	10%	11%	-7%	-23
37	COc1ccc(-c2[nH]ncc2/C=C(/C#N)C(=O)NC2CCCCCC2)cc1	18%	3%	-11	-6%	12%	-6%	43%	-6
38	Cc1ccc(NC(=O)[C@@H]2CCCN2S(=O)(=O)c2ccccc2F)cc1	-4%	1%	6	-3%	15%	5%	-2%	5
39	OCC(Cc1ccccc1)Nc1c2ccccc2nc2ccccc12 (stereo not given)	-9%	2%	-7	-3%	0%	-3%	3%	-17
40	COC(=O)C1C(O)=C(C=Nc2ccc(N)cc2)C(=O)CC1(C)C (stereo not given)	2%	-4%	-5	0%	12%	-1%	?	6
41	COc1ccc(C(=O)CSc2nnc(-c3cccs3)n2-c2ccccc2)cc1	-2%	-3%	2	1%	-3%	-9%	-2%	41
42	O=C(NC1CCCCCC1)C1c2ccccc2C(=O)N1Cc1cccs1 (stereo not given)	12%	-1%	-1	6%	6%	0%	11%	1
43	Cc1[nH]c2ccccc2c1/C=N/Nc1nc2ccccc2[nH]1	0%	-6%	4	-5%	-15%	17%	22%	-24
44	Cc1noc(NS(=O)(=O)c2ccc(NC(=O)c3ccc(N4C(=O)c5ccccc5C4=O)cc3)cc2)c1C	-6%	-4%	9	-8%	-18%	-2%	13%	-7
45	COC(=O)c1ccccc1NC(=O)C1CCCN(C(=O)c2cnn(-c3ccc(F)cc3)c2-n2cccc2)C1 (stereo not given)	-9%	nt	8	5%	35µM*	nt	8%	nt
46	O=C(CN(Cc1ccccc1)S(=O)(=O)c1ccc(F)cc1)NCc1cccnc1	8%	10%	2	2%	24%	-1%	nt	-4
47	CN(C)/C=N/c1cc(=O)n(Cc2ccccc2)c(=O)n1C	5%	-5%	5	2%	0%	7%	-10%	24
48	Brc1ccc(C2=CC(c3ccco3)n3nnnc3N2)cc1 (stereo not given)	22%	-2%	2	0%	3%	6%	12%	-22
49	O=[N+]([O-])c1ccccc1NCc1ccccc1Cl	11%	-24%	-1	-17%	4%	22%	7%	-8
50	Cc1ccc([C@@H]2[C@@H]3C(=O)N(c4ccccc4)C(=O)[C@@H]3[C@]3(Cc4ccccc4)C(=O)N(CC4CC4)CC(=O)N23)o1	7%	16%	13	1%	20%	-12%	8%	0
51	COc1cc(C(=O)NCCNC(=O)c2ccco2)cc(OC)c1OC	-21%	-18%	1	6%	-52%[inhibitor]	-8%	?	13
52	Cc1cc(C)cc(NC(=O)C2CCCN2C(=O)Oc2ccccc2)c1 (stereo not given)	-13%	22%	-21	5%	-21%	1%	2%	-22
53	C[C@@H]1CC[C@]2(O[C@H](CCO)C[C@H](O)[C@H]2O)O1	-4%	11%	-9	4%	22%	4%	-25%	-6
54	Cc1cc(C)n2nc(CC#N)c(C#N)c2n1	0%	1%	3	-1%	2%	4%	17%	8
55	Cc1cc(C)cc(OCc2nc3ncc(Br)cc3[nH]2)c1	-4%	-3%	-3	-2%	4%	-8%	-25%	-13
56	COc1cc(C(=O)Nc2cccc(S(=O)(=O)N3CCCC3)c2)cc(OC)c1C	10%	-16%	-5	5%	19%	6%	?	0
57	Cc1ccc(S(=O)(=O)C2(C(=O)NC3CCCCC3)CC2)cc1	4%	4%	-1	14%	-15%	3%	3%	-7
58	Cn1cc(-c2cc3n(n2)CCC(=O)N3CC(=O)NCc2ccccc2)c2ccccc21	-8%	nt	-15	nt	16%	nt	14%	nt
59	O=C(Nc1ccccc1Cl)NC1(C(=O)NCCCN2CCOCC2)CCCCC1	-5%	4%	-5	2%	2%	1%	4%	-29
